Compound activity as filed in PubChem.
p53null 32C tox: selectivity test: cytotoxicity in p53 null cells, permissive temperature; Potency, µM (doses to about 46.1 µM), without a hit: at the top dose activity change, negative = cytotoxicity, hits mostly cytotoxic; H1299-neo p53 null cells, ATP luminescence, 24 h, 32C; 55,000 compounds, 0.62% hits; AID 903;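 also: potency is read from the fitted curve at half-maximal effect; 0% = DMSO only and -100% = full killing by 100 µM tamoxifen; nearly all actives have a fitted effect of over 55% in size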
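H1299-neo (p53 null) cells, 600/well, treated 24 h at 32C with compound up to 46 uM; ATPlite luminescence viability, normalized to DMSO and 100 uM tamoxifen; AC50 by Hill fit.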
GALK inh: inhibits human galactokinase. P51570. recombinant GALK, Kinase-Glo ATP luminescence, 1 h. Potency, µM (highest dose often 57.5 µM), inactives show at the highest dose activity, negative = inhibition, actives largely listed as inhibitors. 44,000 tested, under 10 active;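 also: plate controls were full GALK reaction for no effect and reaction lacking GALK for full effect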
Target sequence (P51570 whole entry, looked up): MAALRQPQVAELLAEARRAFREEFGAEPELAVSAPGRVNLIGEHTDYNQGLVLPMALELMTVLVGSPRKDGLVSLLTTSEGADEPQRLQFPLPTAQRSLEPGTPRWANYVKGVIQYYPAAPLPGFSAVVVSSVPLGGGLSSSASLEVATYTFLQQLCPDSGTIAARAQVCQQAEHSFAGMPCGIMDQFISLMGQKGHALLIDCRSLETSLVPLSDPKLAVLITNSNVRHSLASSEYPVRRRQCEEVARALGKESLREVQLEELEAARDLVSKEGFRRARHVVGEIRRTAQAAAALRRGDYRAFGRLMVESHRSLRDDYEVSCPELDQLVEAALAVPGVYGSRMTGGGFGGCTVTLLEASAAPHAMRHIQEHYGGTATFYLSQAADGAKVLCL
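Human GALK (5 nM) was incubated with 35 uM ATP and 100 uM galactose in 20 mM HEPES pH 8.0 with MgCl2, NaCl, DTT and BSA for 1 h at room temperature. Remaining ATP was measured by Kinase-Glo Plus luminescence.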
FH mod: Identification of activators of human fumarate hydratase by quantitative high-throughput screening; Fumarate hydratase, mitochondrial (Homo sapiens), P07954; FH coupled MDH/diaphorase resazurin fluorescence, 15 min; Potency, µM (titrated, usually from 79.9 µM), for the others: at the highest dose activity change, negative = inhibition, actives largely listed as inhibitors; 54,000 compounds, 0.22% hits; also: potency is read from the fitted curve at half-maximal effect; % is scaled to controls: 0 for no effect and ±100 for the full control effect; the screen sought activators but most active calls are inhibition curves; nearly all actives have a fitted effect of over 45% in size
p53null 39C kill: p53 null cell cytotoxicity, nonpermissive temperature; H1299 p53-null (neo) cells, 39C, ATPlite viability, 24 h; Potency, µM (titrated, usually from 46.1 µM), without a hit: at the highest dose activity, negative = cell killing, actives largely listed as cytotoxic; 55,000 compounds, 0.97% hits; AID 904;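 also: potency is read from the fitted curve at half-maximal effect; 0% = DMSO only and -100% = full killing by 100 µM tamoxifen; nearly all actives have a fitted effect of over 50% in size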
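Luminescent ATP signal reported cell survival after H1299 lines (neo, p53 null; or p53 A138V) received up to 46 uM compound and 24 hr incubation at 39C.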
B2AR arrestin ag: ADRB2 beta-arrestin recruitment. HTLA Tango cells, beta-arrestin recruitment, luciferase luminescence, 18 h. Potency, µM (titrated, usually from 46.1 µM), without a hit: at the top dose activation, most hits filed as activators. 44,000 tested, under 10 active;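 also: potency is read from the fitted curve at half-maximal effect; 0% = DMSO and full agonism = EC100 isoproterenol or metaproterenol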
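Tango cells (recombinant beta2-AR, beta-arrestin, tTA-driven luciferase), 1500/well in DMEM 1% FBS, treated 18 h at 37 °C with compounds up to 46 µM; luciferin mix added, luminescence read after 15 min; %activity curves fitted and curve-classed.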
TSG101-PTAP inh: inhibitors of HIV-1 PTAP binding to human TSG101, validation; Q99816; Fluorescence polarization, FITC-PTAP peptide/Tsg101, 20 min; Potency, µM (highest dose often 115 µM), for the others: at the top dose activity change, negative = inhibition, most hits filed as inhibitors; 44,000 tested, under 10 active; AID 1347069; also: potency is read from the fitted curve at half-maximal effect; 0% is about no effect
Target sequence (Q99816 whole entry, looked up): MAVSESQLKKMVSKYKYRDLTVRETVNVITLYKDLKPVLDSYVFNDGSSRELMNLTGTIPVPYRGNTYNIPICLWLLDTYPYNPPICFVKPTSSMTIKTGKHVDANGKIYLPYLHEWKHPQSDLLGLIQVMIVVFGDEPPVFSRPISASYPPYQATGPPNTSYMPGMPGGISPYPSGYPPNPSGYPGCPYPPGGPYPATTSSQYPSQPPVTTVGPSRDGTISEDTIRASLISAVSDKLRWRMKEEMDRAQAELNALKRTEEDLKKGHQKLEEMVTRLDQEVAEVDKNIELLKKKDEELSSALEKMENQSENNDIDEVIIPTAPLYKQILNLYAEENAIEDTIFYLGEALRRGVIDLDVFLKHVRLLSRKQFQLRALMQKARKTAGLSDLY
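Fluorescence polarization: Tsg101 binding domain (10 uM final) in 10 mM HEPES pH 7.5, 0.15 M NaCl, 0.01% Tween 20, 3 mM EDTA, 0.1 mM TCEP; compounds pinned; FITC-PTAP peptide 50 nM final; 20 min, r.t.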
NTMT1 inh: blocks human N-terminal methyltransferase 1 activity; Q9BV86; Potency, µM (doses to about 114 µM), without a hit: top-dose activity change, negative = inhibition, actives largely listed as inhibitors; NTMT1 MTase-Glo SAH luminescence, purified enzyme; 59,000 compounds, 2.5% hits;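 also: potency is read from the fitted curve at half-maximal effect; plate controls were DMSO vehicle for no effect and no enzyme for full effect; nearly all actives have a fitted effect of over 65% in size; many of its hits are not listed in these tables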
Target sequence (Q9BV86 whole entry, looked up): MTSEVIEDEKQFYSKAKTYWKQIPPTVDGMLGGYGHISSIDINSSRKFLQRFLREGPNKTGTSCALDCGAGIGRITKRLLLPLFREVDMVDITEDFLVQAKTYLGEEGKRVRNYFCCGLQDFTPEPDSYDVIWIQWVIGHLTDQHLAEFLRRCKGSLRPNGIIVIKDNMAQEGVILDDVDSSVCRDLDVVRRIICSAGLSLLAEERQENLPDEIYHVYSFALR
* = called active by the depositor; ? = inconclusive; . = no result given; [ ] = dose if it differs, or a comment. Calls follow the shape of the dose curve; as a rule, active = well fitted curve in the direction sought with a large enough effect; inconclusive = small, poorly fitted or top-dose-only effect, or another doubt; inactive = no such curve, though single readings can be large; an effect the other way counts as inactive or inconclusive. Some of the compounds tested (hit frequency here may not be typical).

SMILES	p53null 32C tox	GALK inh	FH mod	p53null 39C kill	B2AR arrestin ag	TSG101-PTAP inh	NTMT1 inh
Cc1ccc(NC(=O)c2sc3nc(-c4ccncc4)ccc3c2N)cc1	?	2%	4%	?	-1%	0%	1%
Cc1ccc(C)c(N2CCN(C3(c4ccccc4)C(=O)c4ccccc4C3=O)CC2)c1	-11%	-1%	-13%	5%	-2%	0%	8%
CCc1ccc(NC(=O)CSc2nc3c([nH]c4ccccc43)c(=O)n2C)cc1	-4%	3%	1%	19%	-1%	-2%	-2%
COc1cccc(N2CCN(C(=O)c3cnn(C(C)(C)C)c3C3CCN(C(=O)OC(C)(C)C)CC3)CC2)c1	3%	-3%	0%	-23%	0%	-2%	1%
COc1ccc(-c2cc(C(F)(F)F)nc(SCC(=O)N3CCCCC3)n2)cc1	-6%	3%	-13%	-10%	0%	0%	-3%
COc1ccc(N2Cc3cccc(C(=O)Nc4ccc(C)c(C)c4)c3C2=O)cc1	1%	1%	-7%	-23%	1%	-6%	?
COc1ccc(OC)c(CNC(=O)C2COc3ccccc3C2)c1 (stereo not drawn)	5%	-1%	-1%	0%	2%	0%	?
CCn1ccc2cc(S(=O)(=O)N3CCCN(C(=O)Nc4ccccc4F)CC3)ccc21	-4%	-2%	-4%	5%	1%	-7%	?
COc1ccc(S(=O)(=O)Nc2cccc(-c3ccc(N4CCCCCC4)nn3)c2)cc1	-19%	2%	.	?	3%	0%	.
COC(=O)c1c(C)oc2ccc(N(C(=O)c3ccncc3)S(=O)(=O)c3c(C)cc(C)cc3C)cc12	16%	0%	-10%	3%	1%	0%	-1%

Four compounds drawn at random from the list so far:
SMILES	p53null 32C tox	GALK inh	FH mod	p53null 39C kill	B2AR arrestin ag	TSG101-PTAP inh	NTMT1 inh
COc1ccc(OC)c(CNC(=O)C2COc3ccccc3C2)c1 (stereo not drawn)	5%	-1%	-1%	0%	2%	0%	?
CCc1ccc(NC(=O)CSc2nc3c([nH]c4ccccc43)c(=O)n2C)cc1	-4%	3%	1%	19%	-1%	-2%	-2%
Cc1ccc(C)c(N2CCN(C3(c4ccccc4)C(=O)c4ccccc4C3=O)CC2)c1	-11%	-1%	-13%	5%	-2%	0%	8%
COc1ccc(-c2cc(C(F)(F)F)nc(SCC(=O)N3CCCCC3)n2)cc1	-6%	3%	-13%	-10%	0%	0%	-3%

Taken from above:
Entry for CCc1ccc(NC(=O)CSc2nc3c([nH]c4ccccc43)c(=O)n2C)cc1 under B2AR arrestin ag: -1%
Entry for COc1ccc(S(=O)(=O)Nc2cccc(-c3ccc(N4CCCCCC4)nn3)c2)cc1 under B2AR arrestin ag: 3%

Next entries
SMILES	p53null 32C tox	GALK inh	FH mod	p53null 39C kill	B2AR arrestin ag	TSG101-PTAP inh	NTMT1 inh
O=C1CN(C(=O)Cc2ccccc2)C(c2ccc(F)cc2)c2cc(Br)ccc2N1 (stereo not drawn)	14%	0%	-15%	6%	1%	-2%	16%
Cc1ccc(C)c(N2CCN(C(=O)C3CCN(S(=O)(=O)c4cn(C)cn4)CC3)CC2)c1	4%	0%	3%	26%	0%	-1%	-4%
Cc1ccc(-n2ncc3c(Nc4ccc(Oc5ccccc5)cc4)ncnc32)cc1	-6%	2%	?	20%	0%	-9%	10%
CCc1cccc(-n2c(=O)c3cccnc3n2CC(=O)NCc2ccccc2Cl)c1	-7%	-1%	-7%	-11%	3%	2%	-1%
CCOc1ccc(-n2cc(-c3ccccc3)c3c(NC4CCCC4)ncnc32)cc1	11%	1%	?	4%	3%	-5%	6%
COc1ccc2c(c1)c1c(c(=O)n(-c3ccc(F)c(Cl)c3)c(=O)n1Cc1ccccc1C)n2C	1%	2%	4%	7%	1%	-8%	?
CCCN1CCN(CC2=C(C(=O)OCC)C(c3ccc(OC(C)C)cc3)NC(=O)N2)CC1 (stereo not drawn)	-4%	0%	-2%	17%	-2%	-5%	2%
CC(C)Cn1cc(NC(=O)N2CCN(c3ccccc3F)CC2)c2ccccc2c1=O	7%	1%	6%	-16%	-1%	-6%	-6%
CC1CCC(NC(=O)c2ccc3c(c2)N(Cc2ccccc2F)C(=O)c2ccccc2S3=O)CC1 (stereo not drawn)	-1%	-2%	-23%	-1%	-2%	1%	3%
Cc1cc(C)c2c(N)c(C(=O)Nc3ccccc3C(F)(F)F)sc2n1	-20%	-1%	-6%	3%	-1%	1%	2%
COc1ccccc1N1CCN(c2ncnc3c2c(-c2ccccc2)cn3-c2cccc(Cl)c2)CC1	-3%	1%	-7%	-15%	-1%	-4%	8%
Cc1ccc(S(=O)(=O)c2nnn3c2nc(NCc2ccc4c(c2)OCO4)c2sccc23)cc1	1%	1%	-11%	4%	0%	-7%	-3%
Cc1nn(CC(=O)NCc2ccco2)c(=O)c2cc3ccccc3n12	0%	7%	-1%	-3%	-3%	3%	0%
COc1cc2nc(SCC(=O)Nc3ccccc3F)n3nc(-c4ccccc4)nc3c2cc1OC	3%	7%	-3%	12%	0%	-4%	6%
Cn1c(C(=O)Nc2cccc(Cl)c2)cc2c(=O)n(C)c3ccccc3c21	2%	9%	-3%	-13%	0%	1%	8%
O=C(Nc1cccc(C(F)(F)F)c1)C1CCCN(S(=O)(=O)c2cccc3nsnc23)C1 (stereo not drawn)	23%	-2%	0%	-20%	1%	-5%	?
Cc1cc(-n2c(C)nc3ccccc3c2=O)ccc1NC(=O)c1ccc(C)c([N+](=O)[O-])c1	-12%	0%	-8%	26%	-1%	0%	9%
CCCCN(C)CC(O)Cn1cc(/C=C/C(=O)c2ccc(OC)c(OC)c2)c2ccccc21 (stereo not drawn)	?	3%	-24%	13µM*	-4%	19%	?
Cc1ccc(Cn2c(C(=O)Nc3ccc(Cl)cc3)cc3sccc32)cc1	1%	6%	-37%	-15%	0%	4%	0%
COc1ccc(NCc2cc3cc4c(cc3n(CC(=O)Nc3cccc(F)c3)c2=O)OCO4)cc1	19%	-1%	-30%	14%	0%	-10%	-3%
CCc1nnc(SCC(=O)Nc2ccc(F)cc2F)c2cc3sc(C)cc3n12	4%	0%	-11%	0%	2%	0%	0%
COc1ccc(CNC(=O)CC(c2ccc(OC)cc2)N2Cc3ccccc3C2=O)cc1 (stereo not drawn)	16%	2%	-7%	31%	1%	-5%	-1%
COc1ccc(OC)c(C2=NS(=O)(=O)N(C)C(C(=O)Nc3ccc(C(C)=O)cc3)=C2)c1	8%	3%	-16%	-10%	-3%	1%	4%
Cc1ccc2c(c1)c1c(c(=O)n(-c3ccccc3)c(=O)n1CC(=O)c1ccc(F)cc1)n2C	5%	3%	1%	18%	0%	7%	2%
COc1ccc(CNC(=O)c2cc(C)nc3c2c(C)nn3-c2cccc(Cl)c2C)cc1	0%	-4%	3%	-17%	0%	2%	6%
COc1cc2ccccc2cc1C(=O)Nc1ccc2oc(-c3ccccc3)nc2c1	2%	-22%	12%	-14%	0%	3%	-11%
Cc1ccc(-n2cnnn2)cc1S(N)(=O)=O	-1%	-1%	-3%	12%	-1%	1%	6%
Cc1nn2c(=O)cc(COC(=O)c3ccc(F)cc3)nc2s1	-3%	-1%	23%	-12%	-1%	-2%	4%
Cc1cccc(NC(=O)c2c(NC(=O)c3ccco3)sc3c2CCC(C(C)(C)C)C3)c1 (stereo not drawn)	0%	2%	2%	2%	1%	-5%	1%
CCCN1C(=O)CN(C2CCCCCC2)C(=O)C1c1ccc(OCC)c(OC)c1 (stereo not drawn)	-6%	-1%	-13%	17%	-1%	0%	37%[activator]
Cc1nn(CC(=O)NC2CC2)c(=O)c2cc3ccccc3n12	-5%	0%	2%	-6%	-1%	-4%	-1%
Cc1ccc(C(=O)Nc2c(C(=O)Nc3ccc(C)c(C)c3)sc3nc(C)cc(C)c23)cc1	1%	0%	-12%	-26%	0%	2%	-5%
CCC(=O)N1c2ccccc2CC1C(=O)N1CCN(c2ccccc2)CC1 (stereo not drawn)	-8%	0%	-2%	5%	1%	-17%	-3%
Cc1ccc(NC(=O)c2cc3c(=O)n(Cc4ccco4)ccc3nc2C)cc1C	24%	1%	.	-2%	0%	1%	.
Cc1ccc(S(=O)(=O)C(CNC(=O)Cc2ccc(Cl)cc2)c2cccs2)cc1 (stereo not drawn)	-3%	0%	-17%	13%	0%	-5%	-18%
CCCN1CCN(CCNC(=O)Nc2ccc(OC)c(OC)c2)CC1	0%	-14%	2%	-5%	-2%	3%	-1%
COc1ccc(N2CCN(S(=O)(=O)c3ccc(-c4cc(C(F)(F)F)on4)s3)CC2)cc1	-6%	-1%	-1%	-1%	-1%	-1%	-6%
COc1ccc(N2CCN(C(=O)C(C)n3c(=O)cc(C(F)(F)F)c4c(C)nn(C)c43)CC2)cc1 (stereo not drawn)	-10%	-1%	-19%	-12%	1%	0%	-21%
COc1cccc(N2CC(NC(=O)C3CC3)CC2=O)c1 (stereo not drawn)	0%	0%	1%	23%	-2%	0%	0%
CCN(CC)C(=O)CN1C(=O)COc2ccc(S(=O)(=O)N3CCOCC3)cc21	-4%	10%	4%	10%	2%	-1%	4%
COc1ccc(CCNC(=O)c2c(Nc3ccccc3C)sc(C(=O)c3ccccc3)c2N)cc1OC	9%	-2%	?	-3%	-1%	1%	-2%
CCOC(=O)c1cc(-c2ccccc2)n(CCCC(=O)Nc2ccc(C)cc2Cl)c1C	-6%	0%	-7%	16%	-2%	-2%	0%
Cc1cc2nc(-c3cccc(NC(=O)c4cccc5ccccc45)c3)oc2cc1C	-4%	-18%	-15%	18%	-1%	2%	-2%
N#C/C(=C/c1ccccc1Cl)c1nc2ccccc2c(=O)[nH]1	-9%	-2%	-2%	-14%	-2%	5%	2%
CCOc1ccc(CNC(=O)c2cccc(NC(=O)N3CCSc4ncccc43)c2)cc1	15%	?	-11%	22%	1%	-3%	4%
COc1cccc(CNc2ncc(-c3ccc(Br)cc3)n2C)c1	-3%	0%	?	24%	1%	-7%	-4%
CCCC(=O)NCc1nc2cccnc2n1Cc1ccc(F)cc1	-2%	5%	-10%	23%	1%	-2%	?
CCOCCCn1c(=N)c(C(=O)NC2CCCC2)cc2c(=O)n3cc(C)ccc3nc21	-7%	0%	-4%	18%	1%	-6%	2%
CCOC(=O)C1=C(CS(=O)(=O)c2ccc(C(C)(C)C)cc2)NC(=O)NC1c1cccc(OC)c1 (stereo not drawn)	12%	2%	?	?	0%	-9%	-3%
Cc1ccc(COC(=O)c2[nH]c3c(c2C)C(=O)CC(c2ccc(Cl)cc2)C3)cc1 (stereo not drawn)	-10%	2%	-9%	-10%	-2%	-1%	4%
CCN(CC)C(=O)c1sc2c(c1C)c(=O)n(-c1ccccc1)c(=O)n2Cc1cc(=O)n2ccccc2n1	-4%	-4%	-1%	-4%	-2%	-1%	1%
CCOc1ccc(NC(=O)Cn2c(=O)c(CNc3ccc(CC)cc3)cc3cc4c(cc32)OCO4)cc1	-1%	0%	-14%	?	0%	0%	?
